LMPTP block – blocks human LMPTP phosphatase | recombinant LMPTP-A, OMFP fluorogenic substrate, fluorescence intensity | inhibition, % at 20 µM | 0.22% of 360,000 active | AID 651560;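 active means compounds that cut the enzyme signal by at least half of the control window in the single-dose screen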;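 further: plate controls were DMSO wells with enzyme plus substrate for no effect and substrate without enzyme for full effect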
Target sequence (P24666 whole entry, looked up): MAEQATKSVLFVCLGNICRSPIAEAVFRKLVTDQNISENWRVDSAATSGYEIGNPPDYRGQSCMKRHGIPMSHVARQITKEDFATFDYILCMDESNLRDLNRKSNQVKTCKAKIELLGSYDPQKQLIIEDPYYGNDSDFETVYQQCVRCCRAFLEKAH
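Assay system: LMPTP-A, protein tyrosine phosphatase of low molecular weight / Medium: pH 6.0 Bis-Tris buffer with DTT and Triton X-100 / Schedule: 50 min enzyme reaction at room temperature, protected from light / Measured by: endpoint fluorescence intensity from OMFP dephosphorylation / Read-out basis: % inhibition relative to no-enzyme and uninhibited control wells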
Tb MetRS inh – Trypanosoma brucei MetRS inhibition | 0.4% of 360,000 active | inhibition, % at 11.9 µM | purified T. brucei MetRS, ATP depletion, Kinase-Glo luminescence;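 active means inhibition above a per-plate cutoff of the control wells' mean inhibition plus 3 SD, cut at about 5.5% in these data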;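 further: 0% = DMSO wells median and 100% = median of wells with control inhibitor compound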
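System: purified T. brucei MetRS enzyme / Detection: Kinase-Glo luciferase luminescence reporting remaining unconsumed ATP / Medium: HEPES buffer with MgCl2, KCl, DTT, spermine, BSA, pyrophosphatase / Replication: singlicate, one well per compound / Evaluation: percent inhibition relative to median high and low control wells / Schedule: 2 h aminoacylation at 25 °C after 15 min preincubation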
NRP1-CendR mod – NRP-1/CendR interaction modulation | 0.85% of 360,000 active | inhibition, % at 25 µM | O14786 | AID 602438 | FAM-RPARPAR peptide binding to NRP-1, fluorescence polarization;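 active means inhibition or corrected inhibition above about 18%, plus a signal ratio from 0.5 to 1.5, limit read from the data, passing the limit was not always enough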; further: strong numbers were not always called active
Neddylation inh – blocks human cullin neddylation; TR-FRET cullin neddylation, biochemical; calls only at 25 µM; AID 651699; P61081+Q13564; 0.58% of 360,000 active; in the data active means inhibition above about 36%
NadD inh – inhibitors of Staphylococcus aureus NadD. 0.78% of 360,000 active. purified NadD enzyme, colorimetric absorbance read-out. inhibition, % at 20 µM; in the data active means inhibition above about 26%; further: some compounds past the cut are filed as inactive
SKN-1 block – C. elegans SKN-1 inhibition; inhibition, % at 21.8 µM; C. elegans VP596 Pgst-4::GFP/RFP ratio, acrylamide-induced, 24 h; 0.49% of 360,000 active; AID 624304;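 active means interference check ratio from 0.5 to 1.5 plus GFP to RFP signal ratio inhibition reaching or exceeding a fixed threshold, cut at about 30% in these data, passing the limit was not always enough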; further: some compounds called inactive have numbers as strong as hits
STEP inh – STEP (human) phosphatase inhibition. P54829. recombinant STEP, OMFP fluorogenic substrate, fluorescence. inhibition, % at 20 µM. 0.25% of 360,000 active;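 active means inhibition at 20 µM, scaled per plate between control wells, above about 37%, limit read from the data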;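 further: 0% = DMSO with enzyme and substrate and 100% = substrate only without enzyme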
Target sequence (P54829 whole entry, looked up): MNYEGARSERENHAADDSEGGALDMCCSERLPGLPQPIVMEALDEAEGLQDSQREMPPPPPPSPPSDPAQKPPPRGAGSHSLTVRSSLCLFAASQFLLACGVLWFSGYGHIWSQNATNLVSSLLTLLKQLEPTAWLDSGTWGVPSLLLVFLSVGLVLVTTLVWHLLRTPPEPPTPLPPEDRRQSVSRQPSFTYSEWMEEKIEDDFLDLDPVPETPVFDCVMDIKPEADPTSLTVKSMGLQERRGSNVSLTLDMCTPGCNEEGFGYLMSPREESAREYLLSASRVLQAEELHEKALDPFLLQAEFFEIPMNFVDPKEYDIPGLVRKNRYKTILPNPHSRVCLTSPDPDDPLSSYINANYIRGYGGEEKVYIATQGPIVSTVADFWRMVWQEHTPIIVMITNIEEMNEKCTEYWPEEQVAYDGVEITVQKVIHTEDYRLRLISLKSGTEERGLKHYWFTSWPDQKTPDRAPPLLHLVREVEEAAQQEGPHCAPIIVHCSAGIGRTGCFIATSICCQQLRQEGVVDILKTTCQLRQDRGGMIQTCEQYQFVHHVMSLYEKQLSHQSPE
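Test system: STEP tyrosine phosphatase / Reagent: OMFP at 25 µM / Doses: 20 µM, 1% DMSO / Read-out: percent inhibition scaled to no-enzyme and uninhibited-enzyme controls, plate-pattern corrected / Detection: FITC-channel fluorescence of OMFP product / Medium: Bis-Tris buffer pH 6.0, 2.5 mM DTT, 0.005% Tween 20 / Schedule: 20 min at room temperature, dark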
Scp-1 inhibitor – blocks human Scp-1 phosphatase activity; 0.88% of 340,000 active; Recombinant Scp1, phosphopeptide, malachite green phosphate absorbance; inhibition, % at 20 µM; AID 493091; Q9GZU7;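 active means inhibition above about 50% at 20 µM, limit read from the data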;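 further: plate controls were DMSO wells with enzyme for no effect and wells lacking enzyme for full effect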
Target sequence (Q9GZU7 76-261 limits assumed): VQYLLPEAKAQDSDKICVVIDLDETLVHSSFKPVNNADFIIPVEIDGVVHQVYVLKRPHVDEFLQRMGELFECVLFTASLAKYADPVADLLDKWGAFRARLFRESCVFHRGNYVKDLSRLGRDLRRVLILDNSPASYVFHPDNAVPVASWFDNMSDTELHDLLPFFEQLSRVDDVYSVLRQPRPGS
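Test system: SCP-1 phosphatase catalytic domain, residues 76-261 | Compound dosing: One concentration, 20 µM, with 1.0% DMSO | Schedule: 45 min room-temperature reaction, 5 min colour, 30 min stabiliser | Detection: Absorbance at 630 nm | Read-out basis: % inhibition of SCP-1 phosphate liberation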
SUMO1-SIM PPI – modulators of human SUMO1-mediated protein-protein interactions; P63165; SUMO1 binding to a labelled peptide, TR-FRET, 1 h; inhibition, % at 20 µM; 0.33% of 360,000 active; in the data active means inhibition above about 37%
Target sequence (P63165 whole entry, looked up): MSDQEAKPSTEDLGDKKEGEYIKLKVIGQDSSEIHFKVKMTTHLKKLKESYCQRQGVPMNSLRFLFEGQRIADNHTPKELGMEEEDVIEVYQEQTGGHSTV
DNMT1 block – inhibitors of human DNMT1. DNMT1 molecular beacon, Hinp1I cleavage, fluorescence. 0.83% of 360,000 active. P26358. inhibition (reported as % activation of signal), % at 10 µM; in the data active means inhibition above about 50%
The depositor's hits bear a star; i = inactive; . = not tested or not shown; + = active, no number.

SMILES	LMPTP block	Tb MetRS inh	NRP1-CendR mod	Neddylation inh	NadD inh	SKN-1 block	STEP inh	Scp-1 inhibitor	SUMO1-SIM PPI	DNMT1 block
COc1ccc([C@@H]2CC(=O)c3c(O)cc(O[C@@H]4OC(CO[C@@H]5OC(C)[C@H](O)[C@@H](O)[C@H]5O)[C@@H](O)[C@H](O)[C@H]4O)cc3O2)cc1O (stereo partly drawn)	1.5	-1.3	-14	i	4	7	1	4	-4	4
CC(=O)Nc1ccc(C(=O)N/C(=C/c2ccccc2)C(=O)NCc2ccco2)cc1	-0.7	-0.1	5	i	-9	-3	-4	0	0	0
O=c1c2ccccc2c2ccccc2c(=O)n1Nc1ccccc1	-0.7	-0.1	-15	i	-2	13	-2	.	7	4
CCC(C)c1ccc(NC(=S)NCc2ccccc2OC)cc1 (stereo not drawn)	4.2	-0.1	1	i	0	19	2	-4	-2	6
CCn1c(=O)c2cc(C(=O)NC(C)C)sc2c2ccccc21	0.0	-0.3	-10	i	-6	18	-1	-17	-7	2
Cc1noc(C)c1S(=O)(=O)N1CCC(C(=O)Nc2ccccn2)CC1	-1.5	-0.8	1	i	5	-13	-3	-4	1	5
Cc1cccc(NC(=O)CCS(=O)(=O)c2cc3c(cc2Cl)NC(=O)CO3)c1	0.5	-0.4	-1	i	-7	10	-2	-4	5	0
Cc1cccc(C(=O)NNc2ncnc3c2cnn3C)c1	0.4	-0.6	-16	i	1	-7	2	1	2	3
CC(/C=C/C1(O)C(C)CC(O)CC1(C)C)OC1OC(CO)C(O)C(O)C1O (stereo not drawn)	-0.5	0.1	-6	i	-2	1	9	36	5	4
Cc1cccc(/C=N/NC(=O)c2ccc(F)cc2)n1	-1.5	-0.3	-2	i	-7	2	1	-14	-2	2
COc1ccc(NC(=O)CSc2ccccc2)c(OC)c1	-2.0	-0.6	6	i	-7	0	-3	-7	-3	1
COc1cc(C(=O)NN=Cc2ccc(N(C)C)cc2)cc(OC)c1OC	-0.3	-0.2	7	+	-2	-8	2	.	-16	1

Rewritten with bars between the fields: three of the compounds above.
Molecule | LMPTP block | Tb MetRS inh | NRP1-CendR mod | Neddylation inh | NadD inh | SKN-1 block | STEP inh | Scp-1 inhibitor | SUMO1-SIM PPI | DNMT1 block
CC(=O)Nc1ccc(C(=O)N/C(=C/c2ccccc2)C(=O)NCc2ccco2)cc1 | -0.7 | -0.1 | 5 | i | -9 | -3 | -4 | 0 | 0 | 0
O=c1c2ccccc2c2ccccc2c(=O)n1Nc1ccccc1 | -0.7 | -0.1 | -15 | i | -2 | 13 | -2 | . | 7 | 4
CCC(C)c1ccc(NC(=S)NCc2ccccc2OC)cc1 (stereo not drawn) | 4.2 | -0.1 | 1 | i | 0 | 19 | 2 | -4 | -2 | 6

Further entries:
SMILES	LMPTP block	Tb MetRS inh	NRP1-CendR mod	Neddylation inh	NadD inh	SKN-1 block	STEP inh	Scp-1 inhibitor	SUMO1-SIM PPI	DNMT1 block
COc1ccccc1NC(=O)C(=O)NNC(=O)COc1ccc2ccccc2c1	0.0	0.0	-14	i	34*	13	-3	.	2	-7
CCc1cccc(C)c1N(C(=O)Cn1c(CO)nc2ccccc21)C(C)COC (stereo not drawn)	0.1	-0.4	4	i	-5	12	-4	0	0	3
CC(C)(C)C(=O)OCc1ccc(C2=CC(=O)CC(C)(C)C2=O)cc1	-1.9	-0.7	-5	i	-6	5	-2	.	-28	2
O=C(O)C1CC=CCC1C(=O)N1CCN(c2nc(-c3ccccc3)c3ccccc3n2)CC1 (stereo not drawn)	0.7	-0.3	10	.	10	5	1	11	-3	1
Cc1ccc(F)c(S(=O)(=O)NC(=O)C2(C)CCN2C(=O)c2ccco2)c1 (stereo not drawn)	-1.6	-0.2	24*	i	4	-12	-1	.	6	8
O=[N+]([O-])c1ccc(N2CCN(Cc3ccc4c(c3)OCO4)CC2)nc1	1.7	0.5	0	i	-8	10	3	-6	-38	-2
O=C(Nc1cccnc1)c1ccc(F)c(S(=O)(=O)N2CCOCC2)c1	-0.9	-0.2	1	i	3	30	-3	-7	2	1
Cc1cccc(/C=C2\Sc3ccc(C(=O)N4CCC(C)CC4)cc3N(C)C2=O)c1	4.5	-0.4	-2	i	-4	21	1	-6	-12	-2
COC(=O)c1scc(C)c1NC(=O)Nc1ccccc1	-0.1	-0.3	-83	i	-3	-1	-7	0	-3	3
COC(=O)c1ccc(S(=O)(=O)N2C3CCC2CC(NC(=O)C2CC2)C3)cc1 (stereo not drawn)	-0.3	-0.1	3	i	0	16	-2	-5	-1	1
Cc1cccc(NC(=S)NNC(=O)CC(C)O)c1C (stereo not drawn)	-2.2	-0.8	2	i	-19	-26	4	5	-2	1
Cc1ccc(CSCC(=O)N(C)CC(=O)Nc2c(Cl)cccc2Cl)cc1	-0.8	-0.5	-1	i	-1	12	-2	2	0	0
CC(OC(=O)C1CCN(S(=O)(=O)c2ccc(F)cc2)CC1)C(=O)NC1CCCCC1C (stereo not drawn)	-0.8	-0.4	-1	i	-5	-11	1	-4	-1	0
O=C(NCCc1ccc(O)cc1)c1[nH]c(C(F)(F)F)nc1-c1ccccc1	-0.9	-0.1	-5	i	-5	9	0	.	4	-4
NC(=O)c1ccc(Oc2ccc(-c3nnco3)cc2)c([N+](=O)[O-])c1	-1.0	-1.3	2	i	-1	-2	0	10	-26	0
COCCC(=O)N1CCC(Oc2ccc(C(=O)NCc3nccn3C)cc2)CC1	-1.2	0.0	4	i	1	-6	-3	-7	1	0
Cc1ccc(O)c(NC(=O)c2cc(-c3ccccc3)on2)c1	0.5	-1.5	-31	i	10	-2	-1	-4	1	4
C#CCOc1nc(OCC#C)nc(OCC#C)n1	-0.4	-0.8	2	i	8	24	0	-9	-2	4
CCc1ccc(NC(=O)Cc2ccc(NC3=NC4CS(=O)(=O)CC4S3)cc2)cc1 (stereo not drawn)	-0.9	-0.3	2	i	-1	3	1	-11	-4	3
O=[N+]([O-])c1ccc(C=Nc2ccc(Cl)cc2Cl)s1	-1.5	0.2	-29	i	-4	0	1	-8	5	0
O=C(CSc1nnnn1C1CC1)N1CCN(c2ccc(O)cc2)CC1	21	0.1	11	i	1	-6	3	-8	25	-8
Cc1ccc(NS(=O)(=O)c2ccc3c(c2)n(C)c(=O)n3C)cc1	0.7	-1.0	4	i	5	10	-1	-7	-1	0
CCc1c(C)nc2c(-c3ccccc3)c(-c3ccccc3)[nH]n2c1=O	1.9	0.9	2	i	1	4	-2	-4	-2	6
CCOC(=O)C1C(c2ccccc2)C(C(=O)OCC)S(=O)(=O)C(CCN(CC)CC)S1(=O)=O (stereo not drawn)	-0.3	-0.1	-2	i	-5	1	-1	-9	0	-1
O=C(Nc1ccc(S(=O)(=O)NC2=NCCCCC2)cc1)c1ccccc1Cl	0.6	0.4	6	i	-3	7	-2	-8	0	1
COc1cc(C(=O)N(C)C2CCCCC2)ccc1OC1CCN(C(C)=O)CC1	-1.4	-0.6	2	i	-2	-12	1	-1	3	-3
O=C1[C@@H]2CSCN2C(=O)CN1Cc1ccccc1F	-1.0	-0.1	0	i	1	-4	-1	-6	-2	-1
O=C(O)CC(c1ccc(C(F)(F)F)cc1)N1Cc2ccccc2C1=O (stereo not drawn)	7.7	0.5	8	i	-1	-21	3	-7	6	-4
Cc1ccc(OCC(=O)Nc2cc(S(=O)(=O)N3CCOCC3)ccc2N2CCCC2)cc1	1.4	-0.4	-1	i	0	-3	0	10	-1	-1
CN(C)C(CNC(=O)CCc1nc2sc3c(c2c(=O)[nH]1)CCCC3)c1ccccc1 (stereo not drawn)	0.1	-0.2	-16	i	-4	9	-2	-2	3	-1
O=C(c1cccc(C(F)(F)F)c1)N1CCN(CCc2ccccc2)CC1	-1.0	0.4	1	i	-1	3	2	-5	4	3
COc1ccc(C)cc1-n1c(N)c(C#N)c(C#N)c1-c1ccc(OC)c(OC)c1OC	-0.2	-0.6	-10	i	-1	2	-3	1	1	-5
O=C(COC(=O)/C=C/c1ccccc1)NCCNC(=O)COC(=O)/C=C/c1ccccc1	-1.8	-0.2	-8	i	-6	7	-5	-7	6	0
CCCCC(CC)C(=O)Nc1cc(C(=O)NCCC)ccc1N1CCC2(CC1)CC(c1cccc(Br)c1)=NO2 (stereo not drawn)	4.1	-0.2	8	i	31*	19	4	2	5	-6
CCC(=O)N1CCc2cc(S(=O)(=O)N3CCN(c4ccccc4Cl)CC3)ccc21	2.2	0.0	9	i	1	8	4	-8	3	0
O=S(=O)(c1cc(C(F)(F)F)ccc1Cl)N1CCN(c2ccccn2)CC1	1.5	0.3	9	i	0	2	3	-2	-2	3
CCc1nc2c(sc3nc4c(cc32)COC(C)(C)C4)c(=O)n1Cc1ccccc1	0.4	-0.3	4	i	2	13	6	-3	5	-6
CCOC(=O)[C@H]1[C@H]2COc3cc(OC)ccc3[C@@H]2N2C(=O)CN(Cc3ccc(C)cc3)C(=O)[C@@]12C	-2.1	-0.2	-16	i	-6	4	-1	-11	3	-2
Fc1ccc(Nc2nc(Oc3ccccc3F)nc(N3CCCC3)n2)cc1	1.6	-0.7	3	i	-2	21	-9	-4	3	7
COC(=O)Cn1c(=O)oc2ccc(C)cc21	-1.1	-0.7	-3	i	0	-5	8	-8	2	1
C/C(Cc1ccccc1)=N\NC(=O)CNC(=O)c1ccc(Cl)cc1	-0.6	-0.1	-5	i	-3	8	-1	-1	4	0
COc1ccc(-c2ccc(=O)n(Cc3cccc(Cl)c3)n2)cc1	2.7	-1.9	5	i	-10	-13	-3	-10	-12	0
CCOC(=O)c1sc(N(Cc2ccccc2)C(=O)COC(=O)c2ccc(O)cc2)nc1C	3.8	-0.1	0	i	2	4	0	-12	1	-25
CCCCNC(=O)C(NC(=O)c1ccccc1)C(=O)c1ccccc1 (stereo not drawn)	0.4	-0.4	6	i	.	-1	.	.	-3	.
CCSc1nn2c(=O)c3ccccc3nc2s1	-1.5	-0.5	14	i	2	3	1	-3	-4	1
COc1cccc(-c2cc(C(=O)Nc3ccc(N(C)C(C)=O)cc3)c3cc(Br)ccc3n2)c1	2.3	-0.3	3	i	11	5	-1	-3	-2	-1
NS(=O)(=O)c1ccc(NC=C2C(=O)OC3(CCCCC3)OC2=O)cc1	-0.4	-0.7	7	i	-5	-23	3	8	-1	-2
Clc1ccc(CNC2CCCC2)cc1	-1.3	0.4	14	i	-3	3	5	-3	2	7
Cc1nc2ccccc2c(=O)n1CCc1ccccc1	-1.4	0.0	14	i	-3	3	-2	0	-2	1
O=C(CCNC(=O)c1ccccc1)Oc1ccc([N+](=O)[O-])cc1	-1.1	-0.4	4	i	1	0	-1	1	-3	0

Bioassay records as filed in PubChem.
